SRC1 TRFRET art: TR-FRET detection interference compounds, primary screen, artefact control for PPARgamma SRC-1 recruitment agonists, biochemical, TR-FRET emission ratio; TR-FRET detection artefact counter-screen; stronger effect = higher value; TR-FRET ratio at 8 µM; 0.34% of 99,000 active; AID 1051, 2008; in the data active = TR-FRET ratio above about 2300; also: inactives centre near 1800
SRC3 TRFRET art: TR-FRET detection interference compounds, artefact control for PPARgamma SRC-3 recruitment agonists, biochemical, TR-FRET ratio; TR-FRET artefact counter-screen, PPARgamma/SRC-3 format; stronger effect = higher value; TR-FRET ratio at 8 µM; 0.39% of 99,000 active; in the data active = TR-FRET ratio above about 2000; also: inactives centre near 1600
* hit, by the source's call. A portion of the library; rates above refer to the full screens.

SMILES	SRC1 TRFRET art	SRC3 TRFRET art
Cc1ccc(C(=O)OCc2c(C)noc2C)cc1NC(=O)c1ccco1	2023	1700
COc1cc(NC(=O)c2ccc3c(SCC(=O)O)c4c(nc3c2)CCCC4)cc(OC)c1OC	1902	1829
Cc1ccccc1-c1n[nH]c(=S)n1Cc1ccccc1	1894	1642
COC(=O)c1cccc(NC(=O)c2nn(C)c(=O)c3ccccc23)c1	1720	1489
O=C(O)c1cccc(CSc2nc(-c3ccccc3)cc(C(F)(F)F)n2)c1	1791	1564
COc1ccc(C(=O)N/C(=C\c2cccc3ccccc23)C(=O)N2CCN(C)CC2)cc1OC	1664	1606
Cc1ccc(S(=O)(=O)N(C)C)cc1NC(=O)c1ccncc1	1755	1401
CC(=O)c1sc(-c2ccccn2)nc1C	2074	1582
Cc1sc2ncnc(N3CCCC(C)C3)c2c1C (stereo not drawn)	2093	1668
COc1ccc(Br)cc1CN1CCN(C(=O)c2ccc(OC)c(OC)c2)CC1	1716	1511
CCc1nc2c(c(=O)c3ccccc3n2C)c(=O)n1-c1ccc(F)cc1	1909	1759
N#CCC(=O)N/N=C/c1cc([N+](=O)[O-])ccc1N1CCCC1	1934	1375
S=c1[nH]nc(-c2ccco2)n1C1CCCCC1	2133	1635
CC(/C=C/c1ccccc1)=N\NC(=O)CCc1ccccc1	1718	1583
COc1ccc(CNC(=O)C/C(C)=N/NC(=O)c2ccc([N+](=O)[O-])cc2Cl)cc1	1453	1550
O=S(=O)(Cc1ccccc1)Nn1cnnc1	1785	1688
CCOC(=O)CNc1ncc(C(F)(F)F)cc1Cl	1778	1735
COc1ccc(CNC(=O)c2c(C)oc3c2C(=O)c2ccccc2C3=O)cc1	1812	1686
COc1ccc(NC(=O)/C=C/c2c(Cl)nc3ccccn23)cc1	1995	1662
CCNc1c(C(=O)O)ccc2c1C(=O)c1ccccc1C2=O	1897	1699
C/C(N)=C(/C#N)C(=O)CSc1cc(Cl)ccc1Cl	1697	1651
O=C(NNS(=O)(=O)c1ccc(F)cc1)c1cnccn1	1933	1428
COCCN1C(=O)N[C@@H](c2ccccc2)C(C(=O)OC)=C1C	1670	1308
O=C(NCCc1ccccc1)C(=O)Nc1ccc([N+](=O)[O-])cc1	1748	1448
C/C(=N\Nc1ccccn1)c1ccc(OC(F)F)cc1	1784	1442

Entries of single compounds, looked up by structure:
COc1ccc(Br)cc1CN1CCN(C(=O)c2ccc(OC)c(OC)c2)CC1 in the list: SRC1 TRFRET art: 1716; SRC3 TRFRET art: 1511
N#CCC(=O)N/N=C/c1cc([N+](=O)[O-])ccc1N1CCCC1 in the list: SRC1 TRFRET art: 1934; SRC3 TRFRET art: 1375
COc1ccc(NC(=O)/C=C/c2c(Cl)nc3ccccn23)cc1 in the list: SRC1 TRFRET art: 1995; SRC3 TRFRET art: 1662

The listing picks up with the five entries that preceded the break.
SMILES	SRC1 TRFRET art	SRC3 TRFRET art
C/C(N)=C(/C#N)C(=O)CSc1cc(Cl)ccc1Cl	1697	1651
O=C(NNS(=O)(=O)c1ccc(F)cc1)c1cnccn1	1933	1428
COCCN1C(=O)N[C@@H](c2ccccc2)C(C(=O)OC)=C1C	1670	1308
O=C(NCCc1ccccc1)C(=O)Nc1ccc([N+](=O)[O-])cc1	1748	1448
C/C(=N\Nc1ccccn1)c1ccc(OC(F)F)cc1	1784	1442
COCCCNCCCCOc1cccc(Br)c1	1656	1434
CC(OC(=O)c1cccnc1Cl)C(=O)Nc1ccc2c(c1)OCCO2 (stereo not drawn)	1684	1464
COc1ccc(/C(C)=N/N=C(\C)c2ccc(OC)cc2OC)c(OC)c1	1514	1394
CCOC(=O)c1ccc(NC(=O)CN2C(=O)C(CC)SC(CC)C2=O)cc1 (stereo not drawn)	1552	1562
COc1cc([N+](=O)[O-])ccc1NC(=O)C[n+]1ccccc1	1631	1423
O=C(O)c1ccccc1C(=O)NCCc1ccc(Cl)cc1	2005	1502
COc1ccc(N2C(=O)CNC2=S)cc1	1967	1468
Cc1cc(NS(=O)(=O)c2ccc(NC(=S)NC(=O)c3ccc(F)cc3)cc2)no1	1787	1749
CCC(=O)NCC(c1ccco1)N1CCN(c2ccc(OC)cc2)CC1 (stereo not drawn)	1707	1576
CS(=O)(=O)N(Cc1ccc(C(=O)NC2CCCC2)cc1)c1ccccc1	1905	1650
CCOC(=O)C(C)Sc1nc(-c2ccccc2)nc2ccccc12 (stereo not drawn)	1479	1406
CCNc1nc(SCC(=O)OC)nc(N(C)C)n1	1632	1601
O=C(/C=C\c1cn(-c2ccccc2)nc1-c1ccc2c(c1)OCCO2)N1CCOCC1	1773	1543
COC(=O)c1ccc(Nc2cc(C)nc3nc(C)nn23)cc1	1686	1566
O=C1CC(c2ccccc2Br)c2cc3c(cc2N1)CCC3 (stereo not drawn)	1849	1511
COc1ccc(CCC(=O)OCC(=O)c2cccc(OC)c2)cc1	1765	1569
COc1ccc(S(=O)(=O)NCc2ccc(F)cc2)cc1OC	1616	1356
COc1ccc(N/C=C/C(=O)C(C)(C)C)cc1	1939	1736
CCOCCCNC(=S)N1CCCN(c2nc3c(C)c(C)ccc3cc2C#N)CC1	1706	1913
Cc1ccc(CNC(=O)c2ccc3c(c2)NC(=O)C(N2CCOCC2)S3)cc1 (stereo not drawn)	1757	1572
Cc1cccc(NC(=O)CN2C(=O)c3ccccc3C2=O)c1C	1580	1701
CC(=O)c1ccc(NC(=O)c2ccc(NC(=O)CCS(=O)(=O)c3cccs3)cc2)cc1	1787	1760
Cc1[nH]c2ccccc2c1N=Nc1ccc(F)cc1	1868	1229
O=C(Nc1nc(-c2ccccc2)cs1)c1ccc(S(=O)(=O)N2CCc3ccccc32)cc1	1864	1709
Cc1ccc(NC(=O)CCC(=O)N/N=C/c2cccs2)cc1	2007	1610

An excerpt of these results, field by field:
canonical_smiles: Cc1cc(NS(=O)(=O)c2ccc(NC(=S)NC(=O)c3ccc(F)cc3)cc2)no1
  SRC1 TRFRET art: 1787	SRC3 TRFRET art: 1749

canonical_smiles: CCC(=O)NCC(c1ccco1)N1CCN(c2ccc(OC)cc2)CC1 (stereo not drawn)
  SRC1 TRFRET art: 1707	SRC3 TRFRET art: 1576

canonical_smiles: CS(=O)(=O)N(Cc1ccc(C(=O)NC2CCCC2)cc1)c1ccccc1
  SRC1 TRFRET art: 1905	SRC3 TRFRET art: 1650

Other compounds follow.
SMILES	SRC1 TRFRET art	SRC3 TRFRET art
COc1ccccc1NC(=S)N(CCCN1CCOCC1)Cc1cccs1	1836	1477
COc1ccc(C(=O)Nc2ccc3nc(N4CCCCC4)cc(C)c3c2)cc1OC	1675	1522
N#Cc1ccsc1NC(=O)CN1CCN(c2ccccc2)CC1	1451	1328
Cc1cccc(CN2C(=O)c3ccccc3Sc3ccc(C(=O)NCCN4CCOCC4)cc32)c1	1802	1522
CCC(C)c1ccc(NC(=S)Nc2ccc(OC)cc2)cc1 (stereo not drawn)	1693	1749
Cc1cc(CN(C)C(=O)CC2C(=O)NCCN2Cc2ccc(F)c(F)c2)on1 (stereo not drawn)	1668	1502
O=C(NCCOc1ccccc1-c1ccccc1)c1ccco1	1699	1695
CC(=O)C1=C(O)C(=O)N(Cc2cccnc2)C1c1ccc(O)cc1 (stereo not drawn)	1757	1625
Nc1nn(-c2ccccc2)c(N)c1N=Nc1ccccc1F	1855	1584
Cc1ccc(C)c(N2CCN(C(=O)c3ccc(CSc4nc5ccncc5[nH]4)cc3)CC2)c1	1725	1495
COc1cccc(OCC(=O)NNC(=O)CCc2ccccc2)c1	1642	1383
COc1ccc(/C=C/C=C2\N=C(SC)SC2=O)cc1	1932	1567
CC[C@H](C)[C@@H](C(=O)N1CCNCC1)n1cc([C@@H](N)CO)nn1	1751	1637
CN(N)C(=S)Nc1ccc(Cl)cc1	1558	1496
Cc1cc(C)cc(NC(=O)C(=S)NCc2ccccc2)c1	1697	1469
O=C(c1ccncc1)N(c1ccc2oc3c(c2c1)CCCC3)S(=O)(=O)c1cccc([N+](=O)[O-])c1	1844	1703
CCOc1cccc2c1OC1(CCCCC1)N1N=C(c3cccnc3)CC21 (stereo not drawn)	1802	1414
O=C(O)CCCN1C(=O)C2C3CCC(O3)C2C1=O (stereo not drawn)	1953	1462
Cc1nc(SCC(=O)NC(=O)NCCC(C)C)c2c(-c3cccs3)csc2n1	1842	1799
O=C(/C=C\c1ccc2c(c1)OCO2)Nc1c2c(nn1-c1ccc(Cl)cc1)CSC2	1642	1714
COc1ccc([N+](=O)[O-])cc1N(CC(O)CN1CCCC1)S(=O)(=O)c1ccc(C)cc1 (stereo not drawn)	1853	1765
CCn1ccnc1CN(C)Cc1cn[nH]c1-c1ccc(OC)c(F)c1	2079	1486
O=C(NO)c1ccccc1O	1708	1601
COC(=O)c1c(NC(=O)CN2CCC3(O)CCCCC3C2c2ccc(F)cc2)sc(C)c1C (stereo not drawn)	1842	1889
CC(C)(C)C(=O)Nc1ccc(N=Nc2ccccc2)cc1	1517	1496

The list continues.
SMILES	SRC1 TRFRET art	SRC3 TRFRET art
O=C(NC(=S)Nc1ccc(NC(=O)c2cccs2)cc1)c1ccc([N+](=O)[O-])cc1	1739	1444
COc1ccccc1CNC(=O)CCS(=O)(=O)c1cccs1	1774	1485
O=C(OCC(=O)c1c[nH]c2ccccc12)c1cccc(S(=O)(=O)N2CCCCCC2)c1	1871	1723
CCCCN(C)CCCNC(=O)/C=C1\Sc2ccccc2NC1=O	1728	1504
CCNc1nc(NCC)nc(N/N=C/c2ccc(Br)cc2)n1	1722	1526
O=C(NCc1ccco1)C1CCCN1C(=O)Nc1ccccc1 (stereo not drawn)	1744	1505
CCN(CC)CCSc1nc(O)c(-c2ccccc2)c(=O)n1-c1ccccc1	1945	1611
COc1ccc(NC(=O)CSc2nnc(-c3ccccc3F)n2C2CC2)cc1S(N)(=O)=O	1829	1459
CN(C)CCCN(Cc1ccccc1)C(=S)Nc1cccc(C(F)(F)F)c1	1808	1552
COc1ccc(CCNC(=O)CN2C(=O)c3cccc4cccc(c34)C2=O)cc1OC	1709	1567
O=C(Nc1ccc(N2CCOCC2)cc1)C1CC(=O)N(c2ccccc2)C1 (stereo not drawn)	1636	1674
COc1cc(/C=N/NC(=O)C2CCN(CC(O)COCc3ccccc3)CC2)ccc1O (stereo not drawn)	1482	1482
O=C(C1=C[C@H](C2CCCCC2)C[C@H](OCCCCO)O1)N1CCN(Cc2ccc3c(c2)OCO3)CC1	1732	1551
COc1cccc(N(C(=O)CS(=O)CC(=O)Nc2ccc(F)cc2)C(C(=O)NC2CCCCC2)c2cccs2)c1 (stereo not drawn)	1842	1581
Cc1ccc2c(c1)c1c(n2CC(O)CNC2CCCCC2)CCCC1 (stereo not drawn)	1616	1528
O=C(COc1ccccc1[N+](=O)[O-])N/N=C/c1ccc(OC(=O)c2ccco2)cc1	1933	1860
O=C(Cn1ncc(N2CCOCC2)c(Cl)c1=O)c1ccc(Cl)cc1	1495	1498
FC(F)(F)c1ccc(Cl)c(NC(=S)NC2CC2)c1	1860	1412
COCCNC(=O)/C(C#N)=C/c1cc(C)n(C2CCCCC2)c1C	1819	1617
Cc1cc(C(=O)NC(=S)Nc2ccccc2N2CCOCC2)ccc1[N+](=O)[O-]	1814	1675
O=C(NC1CCCCC1)N1CCc2ccccc2C1	2141	1465
COc1ccc(CNC(=O)C/C(C)=N/NC(=O)Cc2ccc(OC)c(OC)c2)cc1	1701	1663
Cc1c(NC(=O)OCCNC(=O)COc2ccc(Cl)cc2Cl)sc(=S)n1C	1640	1615
COC(=O)c1ccc(CN2CCN(C3CCCC3)C(CCO)C2)cc1 (stereo not drawn)	1745	1628
O=C(N/N=C/c1cc(Br)cc(Br)c1O)c1ccncc1	1759	1594

The list goes on, starting with the last two of the part before.
SMILES	SRC1 TRFRET art	SRC3 TRFRET art
COC(=O)c1ccc(CN2CCN(C3CCCC3)C(CCO)C2)cc1 (stereo not drawn)	1745	1628
O=C(N/N=C/c1cc(Br)cc(Br)c1O)c1ccncc1	1759	1594
Cc1ccc(O)c(C=Nc2ccc3[nH]ncc3c2)c1	1833	1555
Cc1cc(N2CCN(C)CC2)nc2ccc(NC(=O)CCC(=O)NCCC(C)C)cc12	1859	1532
C=CCOc1ccc(C2NC(=S)NC(C)=C2C(=O)c2ccccc2)cc1OC (stereo not drawn)	1868	1432
Cc1ccc(-c2noc(CCC(N)=O)n2)cc1	1737	1468
Nc1nc(SCC(=O)Nc2ccc(Oc3ccccc3)cc2)n[nH]1	1789	1528
Cc1cccc(C)c1Nc1nnc(SCc2nc3ccccc3c(=O)[nH]2)s1	1874	1672
Cc1ncoc1C(=O)N1CCCC(C(=O)c2cccc(OC(C)C)c2)C1 (stereo not drawn)	1508	1499
CSc1ccccc1NC(=S)Nc1ccc(S(N)(=O)=O)cc1	1869	1767
CCOc1ccccc1NC(=O)c1cc(SC)ccc1Cl	1783	1549
O=C(NC(=S)Nc1ccc(S(=O)(=O)Nc2nccs2)cc1)c1ccc(F)cc1	2107	1832
CCCCc1ccc(NC(=S)NCCN2CCOCC2)cc1	1621	1621
C/C(N)=C(/C#N)C(=O)COC(=O)c1cc(-c2ccc(Br)cc2)nc2ccccc12	1803	1588
COCCN(Cc1cc2ccc(C)c(C)c2nc1Cl)C(=O)N1CCOCC1	1695	1619
CCC(=O)Nc1cc(C(=O)O)ccc1S(=O)(=O)c1ccc(C)cc1	1514	1694
Cc1ccc2sc(C)[n+](CCO)c2c1	1692	1546
C/C(N)=C(/C#N)C(=O)COC(=O)CCCNC(=O)c1ccc(Cl)cc1	1916	1777
O=C(Nc1nc(-c2ccccn2)cs1)c1ccco1	1640	1267
O=C(NCc1ccc2c(c1)OCO2)c1ccncc1	1882	1468
COc1cc(C(=O)NC(=S)N(C)Cc2ccccc2)cc(OC)c1OC	2002	1718
Cc1ccc(C)c(C(=O)OCC(=O)Nc2ccc(N3CCOCC3)cc2)c1	1575	1604
O=C(c1ccco1)N1CCN(CCCCOc2ccc(F)cc2)CC1	1857	1770
CC(=O)NC1=C(N(C)C2CCS(=O)(=O)C2)C(=O)c2ccccc2C1=O (stereo not drawn)	1871	1693
